# Dynein transport – dynein cargo transport inhibition. z-score, hits read low. 220,000 compounds, 0.47% hits. 3617.4 mouse cells, GR-EGFP nuclear translocation imaging; test concentration mostly 20 µM; stimulated with dexamethasone, 1 µM; stronger effect = lower value;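 active = plate z-score of nuclear minus cytoplasmic receptor signal below a set negative limit, without overly bright fluorescence or cell loss, cut at about -3.5 in these data, passing the limit was not always enough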;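 also: z-score of nuclear minus cytoplasmic ring GR-EGFP intensity difference per well; some compounds called inactive have numbers as strong as hits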
#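 Also added: dexamethasone, 1.0 µM final. Medium: tet-free, stripped-serum medium. Detection: fixed, Hoechst-stained cells imaged at 10x for EGFP. Read-out: nuclear-to-cytoplasmic GR-EGFP distribution per well. Times: induction 48 h, compound 1 h, agonist 30 min.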
# WT yeast gro inh – growth inhibition of WT yeast, mitochondrial fusion screen | mitochondrial fusion phenotypic screen, WT strain | inhibition, % at 10 µM | 190,000 compounds, 2.1% hits | AID 1362; in the data active = inhibition above about 58%; tested in S. cerevisiae
# M1AAP inhibition – P. falciparum M1AAP inhibitors, biochemical, fluorogenic H-Leu-NHMec substrate, 1536-well (AID 1445) | 220,000 compounds, 0.42% hits | recombinant M1AAP, H-Leu-NHMec fluorogenic kinetic assay; higher % means a stronger effect | one-dose inhibition, % at 30 µM; IC50 in µM for titrated hits;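 active = primary inhibition above the hit cutoff, then over 50% inhibition at one or more dose response concentrations, cut at about 23% in these data, passing the limit was not always enough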;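 also: plate controls were DMSO full reaction for no effect and no enzyme background for full effect; strong numbers were not always called active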
# MT stabilizer – microtubule stabilizers in HeLa cells. HeLa tubulin immunostaining HCS, 24 h; share of cells brighter than vehicle mean+2SD. % tubulin-high responders, % at 10 µM. 200,000 compounds, 0.83% hits;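 active = plate Z-score above 3 for both tubulin-high and condensed-nucleus cell shares, with cell loss under 80%, at 10 µM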;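 also: anti alpha tubulin signal scored within the nucleus-defined area of each cell; some results filed as inactive read as strong as hits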
# P. falciparum M17LAP – P. falciparum M17LAP inhibitors, primary screen, biochemical, fluorogenic H-Leu-NHMec substrate, 1536-well (AID 1619); recombinant M17LAP, H-Leu-NHMec fluorogenic kinetic assay; higher % means a stronger effect; one-dose inhibition, % at 30 µM; IC50 in µM for titrated hits; 220,000 compounds, 0.38% hits;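 active = compound inhibiting the enzyme by more than half at any dose during confirmatory dose-response retesting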;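 also: plate controls were full reaction with DMSO carrier for no effect and no enzyme background for full effect; strong numbers were not always called active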
# Yfh1-off respiration – mitochondrial function rescue without frataxin homolog – Friedreich's ataxia, plus single-dose screen, dose response (AID 1465) | S. cerevisiae Yfh1-off respiration, WST-1 reduction, 72 h; higher fold induction means a stronger effect | one-dose fold induction at 50 µM; EC50 in µM for titrated hits | 220,000 compounds, 0.074% hits;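 active = fold induction of absorbance versus untreated yeast above a set limit, then at least 30% activation at any dose in follow-up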;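 also: activators that raise dye reduction in frataxin-depleted yeast; strong numbers were not always called active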
# T cell modulator – T cell immune modulation candidate. 2C CD8+ T cell-vesicle binding, flow cytometry; stronger effect = lower value. calls only at 7 µM. 330,000 compounds, 0.068% hits. AID 2052;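 active = response, share of CD8 T cells binding vesicles, and their 90th percentile fluorescence all below set limits, cut at about 80% in these data, passing the limit was not always enough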
#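 incubation = binding step 1.5 h, 37 °C, antibody labelling 20 min, ice | test system = 2C mouse CD8+ T cells | read-out basis = percent CD8+ FL2 mean versus row control | controls = Peptide-free naked vesicles (low) and QL9 vesicles with 0.7% DMSO vehicle (high) | detection = flow cytometry of vesicle-bound cells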
# bCat nuc transl – modulators of beta-catenin nuclear translocation. nuclear translocation activity, % at 5 µM. HeLa beta-catenin nuclear translocation, immunofluorescence imaging. 190,000 compounds, 0.3% hits. AID 1665;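 active = nuclear translocation activity above 50% at 5 µM, with a well cell count of 50 or more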;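 also: per-cell ratio of nuclear to cytoplasmic median beta-catenin stain intensity; plate controls were DMSO negative control for no effect and GSK-3 inhibitor IX positive control for full effect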
#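 Test system: human HeLa cells, endogenous beta-catenin. Times: 24 h compound exposure, 37°C. Measured by: beta-catenin immunofluorescence imaging with DAPI.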
# Autophagy HCS – alters autophagy in cells | 190,000 compounds, 0.98% hits | MEF GFP-LC3 puncta imaging; test concentration mostly 10 µM | calls only at 10 µM (by protocol);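 active = percentage of spot-positive cells more than 3 SD above its plate mean, without a fluorescence outlier flag or 80% toxicity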;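 also: spot-positive cell cutoff set from DMSO-treated cells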
# WT yeast gro inh mutant strain – also measured in WT yeast gro inh; calls as there; inhibition, %; mitochondrial fusion phenotypic screen, mutant strain inhibition
# Dynein transport cytoplasmic EGFP – further read-out of Dynein transport, marked with its call; z-score; measured here: cytoplasmic GR-EGFP intensity; stronger effect = higher value
# Dynein transport nuclear GR-EGFP – second read-out of Dynein transport, no call of its own (marks repeat the call); z-score; measured here: nuclear GR-EGFP intensity;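 lower value marks the stronger effect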
# Dynein transport cell count – second read-out of Dynein transport, no call of its own (marks repeat the call); z-score; measured here: cell count per field
# bCat nuc transl cell count 5 µM – second read-out of bCat nuc transl, no call of its own (marks repeat the call); cell count; measured here: cell count, cytotoxicity flag
# T cell modulator vesicle-bound % – recorded beside T cell modulator, whose call it bears; double positive events, %; measured here: CD8+ vesicle-bound cell fraction;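 binding gate set so that unloaded-vesicle control wells show 10% double positive cells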
# MT stabilizer Hoechst-high % – recorded beside MT stabilizer, whose call it bears; % Hoechst-high responders; measured here: nuclear condensation Hoechst responders;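 share of cells brighter than vehicle mean plus two SD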
# MT stabilizer cytotoxicity % – second read-out of MT stabilizer, no call of its own (marks repeat the call); toxicity, %; measured here: cytotoxicity by cell density;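 0% = mean cell density of plate MIN control wells and 100% = no cells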
# Autophagy HCS cell loss 18 h – recorded beside Autophagy HCS, whose call it bears; toxicity, %; measured here: cell loss, nuclei count;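 cell loss after 18 h compound exposure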
# Numbers without * were called inactive; i = inactive; x = not tested or not shown.
# Each structure is followed by: P. falciparum M17LAP, M1AAP inhibition, Autophagy HCS cell loss 18 h, WT yeast gro inh, bCat nuc transl cell count 5 µM, Yfh1-off respiration, Dynein transport cytoplasmic EGFP, MT stabilizer cytotoxicity %, MT stabilizer Hoechst-high %, MT stabilizer, T cell modulator, WT yeast gro inh mutant strain, Dynein transport nuclear GR-EGFP, T cell modulator vesicle-bound %, Dynein transport, Dynein transport cell count, bCat nuc transl, Autophagy HCS
- COc1ccc(OCC(O)CNC(=O)c2sccc2Cl)cc1 (stereo unspecified)
    11%, 2%, x, x, 1305, i, -0.27, x, x, x, i, x, -0.48, 41, -0.93, 0.39, 1.7, x
- Cc1ccc(-n2[nH]c(C)c(/C=N/c3cccc(C)n3)c2=O)cc1
    0%, -1%, x, x, 1341, i, 0.31, x, x, x, i, x, -0.32, 14, -0.028, 2, 0.8, x
- Cc1cccc(/C=N/NC(=O)Cn2nnnc2N)n1
    14%, 3%, x, x, 1185, i, -0.29, x, x, x, i, x, 0.054, 32, 0.21, 0.12, -1.0, x
- O=C1NC(c2ccccc2)=C(c2nc3ccccc3s2)C(c2ccccc2)N1 (stereo unspecified)
    -2%, 5%, -1, 5, 1143, i, -0.26, 3.2, 2.9, 6.0, i, 5, 0.71, 18, 1.3, -0.4, 2.1, i
- CCCOC(=O)c1ccc(NC(=O)CSC2=Nc3ccccc3C3CC=NN23)cc1 (stereo unspecified)
    8%, 10%, 3, -4, x, i, -0.12, 7.7, 1.8, 2.5, i, -36, 1.1, 32, 1.1, -0.9, x, i
- CC(=O)Nc1c(N)c2ccccc2oc1=O
    -6%, 5%, 13, -2, 1083, i, -0.35, 9.7, 0.8, 2.2, i, -17, -0.6, 38, -0.053, 0.61, -0.7, i
- CC1C2C(C)N(C)C(=O)N(C)C2N(C)C(=O)N1C (stereo unspecified)
    -1%, -3%, -1, -22, 1134, i, -0.13, 16, 2.4, 1.0, i, 1, -0.21, 21, -0.58, -0.089, -1.3, i
- C#CCOCCOCCOCCNc1nc(N2CCN(C(=O)[C@H]([C@@H](C)CC)n3cc([C@@H](N)CC(C)C)nn3)CC2)nc(N2CCN(C(=O)[C@H](Cc3ccc(O)cc3)n3cc([C@@H](N)CC(C)C)nn3)CC2)n1
    0%, 7%, -13, -34, 1181, i, -0.26, 3.9, 2.7, 3.0, i, -30, 0.065, 40, -0.4, 0.33, -0.7, i
- CCNc1ccc(N=Nc2c(C)n(C)n(-c3ccccc3)c2=O)cc1
    23%, 23%, 10, -5, 1047, i, -0.35, 8.5, 1.7, 5.3, i, 7, -0.22, 43, -0.46, 0.04, 0.8, i
- CCC(C)(C)n1nnnc1C(c1cccs1)N1CCCCC1 (stereo unspecified)
    4%, 7%, 4, 8, 1012, i, -0.37, 7.3, 2.7, 2.0, i, 10, 0.46, 1, 1.5, -0.45, 1.3, i
- CC1CCc2sc(C(=O)Nc3nnc(SCc4ccc(F)cc4)s3)cc2C1 (stereo unspecified)
    -10%, 3%, -14, -2, 1112, i, 0.015, 5.8, 1.7, 1.6, i, -5, 0.011, 48, -0.25, -0.074, -2.3, i
- O=C(NC1CCN(C(=S)NCc2ccco2)CC1)c1cccc(F)c1
    12%, 80µM*, 3, -12, 1090, i, -0.17, 12, 1.7, 4.3, i, -4, -0.41, 11, -0.55, 0.1, -4.7, i
- O=C(OCc1nc2ccccc2s1)c1cccs1
    -5%, 2%, 4, 10, 1109, i, -0.18, 11, 2.5, 2.9, i, 5, 0.042, 27, 0.33, 1.2, -0.6, i
- N/C(=N\NC(=O)c1ccccc1Cl)c1cc2ccccc2oc1=O
    -6%, 13%, 7, -3, 1147, i, -0.063, 5.1, 2.1, 4.4, i, -20, 1.1, 48, 1.8, -1.7, 1.3, i
- CCOC(=O)Nc1c2ccccc2nc2ccccc12
    -88%, 2%, x, x, 1199, i, -0.061, x, x, x, i, x, 0.18, 64, 0.61, 0.23, 0.8, x
- CCOC(=O)c1sc(N)c(C(=O)OCC)c1C
    10%, 3%, x, x, 1341, i, -0.25, x, x, x, i, x, 0.12, 33, -0.98, 0.48, -0.4, x
- Cc1ccc(C)n1-c1cccc(S(=O)(=O)N2CCOCC2)c1
    -6%, -1%, 0, 1, 1110, i, -0.13, 16, 1.4, 1.8, i, 5, 1.1, 53, 1.7, -1.4, 0.4, i
- CC(C)(C)c1ccc(C(=O)Nc2ncn[nH]2)cc1
    6%, -7%, 0, 0, 1531, i, -0.37, 5.6, 1.3, 2.8, i, 3, 0.46, 61, 0.72, 0.58, 1.6, i
- COc1ccc(NC2=CC(c3ccccc3)N(c3ccc(OC)cc3)C2=O)cc1 (stereo unspecified)
    0%, -2%, x, x, 1315, i, -0.25, x, x, x, i, x, -0.37, 41, -1, 1.1, -0.1, x
- Cc1cccc(NS(=O)(=O)c2c(C)n[nH]c2C)c1
    8%, 1%, 15, -4, 1410, i, 0.18, 4.4, 2.1, 2.5, i, 12, 0.69, 40, 0.13, 0.94, -0.4, i
- C=C1C(O)C[C@H]2C(=C)CCC3[C@H](OC(=O)[C@]3(O)CO)[C@@H]12 (stereo partly specified)
    12%, 4%, -11, -3, x, i, -0.2, 2.1, 1.5, 3.5, x, -21, 0.073, x, -0.48, 0.84, x, i
- CC1CCN(C(=O)C2(NC(=O)Nc3cccc(F)c3)CCCCC2)CC1
    7%, -3%, 1, -9, 568, i, -0.28, 3.7, 2.1, 3.9, i, 4, 0.46, 54, 0.27, 0.18, -3.7, i
- Nc1ccc2c(c1)C(=O)N(CC1CCCO1)C2=O (stereo unspecified)
    1%, -1%, 32, 5, 1062, i, -0.13, 2.6, 1.4, 4.3, i, 4, -0.18, 6, -0.18, 2, 0.4, i
- COCCn1cnc2c1c(=O)n(CC(=O)OCC#N)c(=O)n2Cc1ccccc1
    -12%, 1%, 5, -36, 1024, i, -0.22, 10, 3.4, 2.7, i, -28, -0.43, 35, -0.72, 0.87, 1.1, i
- Cc1nc2ncnn2c(C)c1CCC(=O)N1CCc2ccccc2C1
    2%, 1%, -14, 1, 737, i, -0.059, 11, 2.6, 5.2, i, -2, 0.024, 38, -0.67, 0.08, 1.7, i
- Clc1ccccc1CN1CCN(/N=C/C=C\c2ccco2)CC1
    17%, 13%, -15, -7, 1070, i, -0.25, 4.8, 1.9, 2.6, i, 5, -0.075, 36, -0.78, 1.1, -1.2, i
- CC1CCCCC1NC(=O)c1nn(C)c(=O)c2ccccc12 (stereo unspecified)
    -3%, 1%, -5, -6, 1061, i, -0.16, 0.1, 2.1, 2.5, i, 4, -0.84, 51, -0.4, 0.066, 0.0, i
- Cc1noc(/C=C/N(C)C)c1S(=O)(=O)N(C)CC(=O)NC1CCCCC1
    46%, 12%, -4, 14, 1096, x, -0.2, 14, 2.5, 2.2, i, 6, 0.15, 27, 0.0071, 0.038, -1.8, i
- CCOc1ccc(N(CC(=O)NCC2CCCO2)C(=O)CCC(=O)Nc2nccs2)cc1 (stereo unspecified)
    -25%, -4%, 9, -21, 1106, i, -0.33, 5.8, 0.7, 2.6, i, -12, 0.11, 64, -0.3, 1.1, -2.3, i
- Cc1cc(C)c2nc(C(F)(F)F)nc(N3CC(C)OC(C)C3)c2c1 (stereo unspecified)
    9%, 3%, -2, 77*, 1199, x, -0.018, 4.8, 1.1, 3.3, i, 20*, 1.2, 30, 1.3, -2, 2.5, i
- CCc1ccc2ncc(C(=O)c3ccccc3)c(N3CCOCC3)c2c1
    0%, 9%, 6, -6, 1054, i, -0.34, 1.4, 2.8, 7.6, i, 22, 0.23, 19, -0.053, -0.25, 7.6, i
- CCC(=O)c1cc(F)c(N2CCN(C(=O)c3ccco3)CC2)cc1C
    0%, -8%, -8, 19, 1016, i, -0.22, 2.6, 2.5, 1.4, i, 8, -0.11, 51, -0.4, 1, -1.6, i
- Cn1cccc1Cc1nnc(SCC(=O)N2CCCCCC2)n1-c1ccc(F)cc1
    22%, 1%, -12, 12, x, i, -0.13, 5.6, 1.7, 4.3, i, 9, 0.14, 64, -0.15, -0.61, x, i
- O=C(NC(=S)Nc1ccc(N2CCOCC2)cc1)c1cccc([N+](=O)[O-])c1
    17%, 17%, -2, 1, 937, i, 0.11, 2.7, 3.0, 1.6, i, -5, -0.41, 57, -0.63, 0.73, 2.5, i
- Clc1ccccc1OCCN1CCCCC1
    -1%, -2%, -6, 10, 1031, i, -0.27, 3.6, 2.6, 5.0, i, 3, -0.18, 45, 0.04, -0.027, -0.6, i
- Cc1cc(C(=O)N/N=C/c2cccnc2)n[nH]1
    3%, 2%, x, x, 1327, i, -0.3, x, x, x, i, x, -0.0027, 40, 0.072, 0.58, -0.6, x
- COc1ccc(-c2cc(-c3ccc(O)cc3)nc(N)c2C#N)cc1OC
    -15%, 13%, -1, 4, 1436, i, -0.094, 4.0, 2.1, 1.3, i, -8, -0.33, 22, -0.64, -0.99, -0.9, i
- O=C(NC1CCSC1=O)c1ccc(Oc2ccc(F)cc2)nc1 (stereo unspecified)
    16%, 3%, -2, -7, 1383, i, -0.25, 5.7, 0.9, 1.3, i, 3, 0.015, 43, 0.42, 1, -0.6, i
